GSK3 alpha inh – blocks human GSK-3 alpha kinase. ADP-Glo luminescence, 60 min. inhibition, % at 10 µM. 320,000 compounds, 0.1% hits;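 in the data active = inhibition above about 50%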;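 also: GST-tagged GSK-3 alpha with peptide substrate and 25 µM ATP; 0% = DMSO neutral wells and 100% = GW8510 positive control wells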
Target sequence (P49840 whole entry, looked up): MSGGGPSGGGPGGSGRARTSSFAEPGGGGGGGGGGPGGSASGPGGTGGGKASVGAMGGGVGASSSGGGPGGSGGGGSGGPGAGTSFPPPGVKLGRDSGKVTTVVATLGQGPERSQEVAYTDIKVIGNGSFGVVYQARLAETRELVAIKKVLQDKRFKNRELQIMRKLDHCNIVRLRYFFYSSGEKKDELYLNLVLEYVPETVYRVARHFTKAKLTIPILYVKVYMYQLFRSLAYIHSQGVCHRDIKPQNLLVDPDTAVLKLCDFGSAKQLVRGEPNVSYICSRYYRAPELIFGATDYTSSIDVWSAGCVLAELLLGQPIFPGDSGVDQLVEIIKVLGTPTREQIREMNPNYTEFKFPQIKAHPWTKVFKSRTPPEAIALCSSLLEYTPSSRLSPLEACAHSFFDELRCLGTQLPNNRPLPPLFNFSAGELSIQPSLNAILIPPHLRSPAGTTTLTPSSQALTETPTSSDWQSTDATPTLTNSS
HSF1 activator – increases HSF-1 driven luciferase reporter signal. AID 504408. NIH3T3-HGL HSF-1 luciferase reporter, MG132, 8 h; 100% = twice DMSO control signal. activation, % at 9 µM. 300,000 compounds, 1.7% hits;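 active = mean replicate activation of at least 50% with a set share of replicates each reaching 50%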;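 also: 0% = median of the neutral control wells and 100% = twice that signal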
IEC-6 tox – counter-screen for KLF5 inhibitors: cytotoxicity in IEC-6 cells; IEC-6 cytotoxicity, luminescence viability; inhibition, % at 5 µM; 290,000 compounds, 0.78% hits; AID 1825; in the data active = inhibition above about 22%;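 also: 0% = plate median of test compound wells and 100% = cytotoxic reference compound wells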
HSF1 inhib – HSF1 inhibition. 300,000 compounds, 0.77% hits. NIH3T3-HGL HSE-luciferase, MG132-induced, luminescence 8 h; hits give low values. activity change, negative = inhibition, % at 7.5 µM (by protocol);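 active = more than half of replicate wells show activity change below -50%, luminescence cut by over half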;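 also: luciferase reports HSF-1 transcriptional activity via heat shock element; 0% = median of DMSO wells and -100% = zero luminescence signal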
GSK3B inh – human GSK3beta kinase inhibition; P49841; GST-GSK3beta kinase, ADP-Glo luminescence, 60 min; hits give low values; activity score (negative = inhibition), % at 10 µM; 300,000 compounds, 0.038% hits;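 active = more than half of replicate wells score below -50%, meaning over 50% inhibition versus plate controls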;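 also: 0% = median DMSO wells and -100% = median GW8510 positive control wells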
Target sequence (P49841 whole entry, looked up): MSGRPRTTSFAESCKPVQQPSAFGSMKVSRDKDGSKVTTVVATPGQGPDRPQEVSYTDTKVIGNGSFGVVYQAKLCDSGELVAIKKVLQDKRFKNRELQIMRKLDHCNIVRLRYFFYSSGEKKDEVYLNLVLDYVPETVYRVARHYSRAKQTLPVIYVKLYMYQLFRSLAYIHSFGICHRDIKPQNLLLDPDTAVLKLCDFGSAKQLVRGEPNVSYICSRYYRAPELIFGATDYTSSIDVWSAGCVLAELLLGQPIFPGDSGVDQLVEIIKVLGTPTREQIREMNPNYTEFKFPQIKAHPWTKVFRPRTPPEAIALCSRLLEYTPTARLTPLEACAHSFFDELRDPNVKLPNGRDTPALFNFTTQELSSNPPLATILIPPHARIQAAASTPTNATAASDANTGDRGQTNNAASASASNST
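Test system – GST-tagged human GSK3beta kinase, cell-free · Incubation – 60 min enzyme reaction, room temperature · Signal – ADP-Glo luminescence · Also added – peptide substrate and ATP at 25 µM · Controls – DMSO neutral wells and GW8510 at 20 µM as positive · Buffer or medium – Tris/MgCl2 kinase buffer · Measure – Luminescence-derived activity versus plate DMSO and GW8510 wells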
DYRK1A inh – Dyrk1A (rat) kinase inhibition; Q63470; ADP-Glo luminescence, NFATc1 peptide; inhibition, % at 12.5 µM; 310,000 compounds, 0.43% hits; in the data active = inhibition above about 50%;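 also: plate controls were vehicle with enzyme for no effect and no enzyme for full effect; many of its hits are not listed in these tables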
HSP90 refold inh – inhibitors of HSP90 luciferase refolding in rabbit reticulocyte lysate; luciferase refolding luminescence, 3 h; inhibition, % at 5.6 µM; 290,000 compounds, 0.91% hits; AID 1789;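 active = inhibition above the screen-wide mean plus 3 SD, computed separately per campaign, cut at about 16% in these data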;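 also: 0% = DMSO wells and 100% = 60 µM geldanamycin wells; inhibitors lower the luminescence because luciferase stays unfolded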
aSyn UTR inh – MLPCN primary screen, SNCA 5' untranslated region; alpha-synuclein 5'UTR reporter, inhibitor activity; AID 1813; 300,000 compounds, 0.82% hits; inhibition, % (tested at 7.5 µM); in the data active = inhibition above about 60%;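 also: H4 neuroglioblastoma cells stably carrying SNCA 5'UTR luciferase fusion; 0% = DMSO wells and 100% = positive control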
Platelet DG rel – modulates dense granule release in human platelets; human platelet-rich plasma, SFLLRN dense granule ATP release, luminescence; inhibition, %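 (compounds screened at 7.5 µM in platelet-rich plasma)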; 300,000 compounds, 0.22% hits; AID 1663;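 active = mean replicate score, as percent of positive control, at or above 50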
KLF5 inh – suppresses KLF5 promoter-driven expression; DLD-1 KLF5 promoter-luciferase reporter, luminescence; 290,000 compounds, 0.23% hits; inhibition, % at 5 µM;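 active = inhibition above a per-plate limit of that plate's mean compound inhibition plus 3 SD, cut at about 60% in these data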;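 also: 0% = DMSO wells and 100% = LY294002 at 200 µM; higher means less KLF5 promoter-driven luciferase light; inactives centre near -14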
Starred values were filed as active, the others as inactive; nt = no result given. Only part of the results is shown (hit frequency here may not be typical).

SMILES	GSK3 alpha inh	HSF1 activator	IEC-6 tox	HSF1 inhib	GSK3B inh	DYRK1A inh	HSP90 refold inh	aSyn UTR inh	Platelet DG rel	KLF5 inh
N/C(=N\OC(=O)CCCCCN1C(=O)c2ccccc2C1=O)c1ccccc1	-1	-4	1	-7	2	0	-2	-40	6	-20
CC(NCC(O)COCc1ccc(Cl)cc1)c1ccccc1 (stereo not drawn)	-2	0	10	8	0	1	7	14	-8	-3
Cc1cc(NC(=O)CS(=O)(=O)c2cn(C)c3ccccc23)no1	-4	-21	0	-3	1	1	-1	13	-2	-55
O=C(Cn1cnc2c(nnn2Cc2ccc(F)cc2)c1=O)Nc1ccccc1	-1	-2	-7	-9	0	-4	0	26	-12	3
CC1CCCCN1C(=S)NC(=O)c1cccs1 (stereo not drawn)	-4	-31	4	-10	0	2	-1	-8	5	-24
O=C1NC(=Nc2cccc(O)c2)S/C1=C\c1cccnc1	-1	-8	5	-11	-3	-2	4	-6	1	-2
Cc1nnc(SCCn2c(Br)nc3c2c(=O)n(C)c(=O)n3C)s1	2	9	-10	3	-1	5	-1	-15	7	-60
Cc1cccc(NCc2nc(-c3ccccc3)no2)c1	nt	25	-1	5	4	-4	0	-19	-1	-19
Cc1cc(C)n2nc(C(=O)NCc3cccc(C(F)(F)F)c3)nc2n1	0	1	3	4	0	nt	-1	-3	-1	-13
Nc1n[nH]c(N)c1N=Nc1ccc(Cl)cc1	0	-12	5	-1	2	-1	-1	-131	-14	-50
Cc1cccc(NC(=S)NC(=O)c2ccc(-c3ccccc3)cc2)n1	0	2	-2	-11	-1	2	1	-109	-3	-206
NNC(=O)c1cccc(COc2ccccc2Br)c1	0	-30	2	-22	2	5	39*	-72	5	-113
O=C(O)CC1=C(c2ccc(F)cc2)CCC1=O	-4	-1	5	-13	1	-1	2	8	-3	-18
COc1cccc(-c2nnc3sc(-c4ccccc4)nn23)c1	-2	4	0	2	-1	-8	6	-69	-15	24
O=C(Nc1ccc(Cl)cc1)N1CCC(c2ccccc2)C1 (stereo not drawn)	3	76*	3	58	0	-1	0	-82	-6	-129
CCCCN1C(=O)C(=O)NC[C@@H]1CCCCN	0	-7	nt	-1	2	-1	nt	16	0	nt
O=C1CSc2ccccc2N1Cc1ccc(F)cc1	3	11	4	2	3	-3	0	-21	-4	5
CCc1ccc(S(=O)(=O)Nc2ccc(O)c3c(=O)cc(-c4ccccc4Cl)oc23)cc1	-2	-4	nt	5	0	1	nt	-9	-1	nt
CN(C)CCNC(=O)c1cc(Sc2ccc(F)cc2)nc2ccccc12	2	3	4	-5	3	nt	4	-7	-4	-28
CCOc1ccc(-n2ccnc2SCC(=O)NCc2ccc3c(c2)OCO3)cc1	-1	-8	-7	-7	3	-1	0	25	5	5
CS(=O)(=O)N1CCN(c2ccccc2NC(=O)c2cccnc2)CC1	2	2	-3	0	2	-1	1	6	0	-29
CN1/C(=C\C(=O)Nc2ccc(Br)cc2)C(C)(C)c2ccccc21	-1	7	-11	6	-3	-2	-3	14	-4	-12
COc1ccccc1C(=O)N/N=C/C(C)=C/c1ccccc1	-1	1	-3	4	5	4	-4	-39	-3	-29
O=C(CCN1CCOCC1)c1ccc(Br)cc1	1	-13	-1	-3	2	nt	-1	-6	4	-47
COc1cccc(/C=N/NC(=O)CNC(=O)C(c2ccccc2)c2ccccc2)c1O	1	-14	8	-3	3	-2	2	32	14	25
CC1(C)Cc2cccc(Oc3ccc(S(=O)(=O)N4CCCC4)cn3)c2O1	2	10	-3	3	3	-4	0	16	0	4
O=C(CSc1nnc(CNc2ccc(F)cc2)o1)N1CCN(C(=O)c2ccco2)CC1	-4	17	0	1	5	-5	1	-26	-2	-10
CCCCN1C(=O)NC2NC(=O)NC21 (stereo not drawn)	-1	-2	0	-5	2	1	1	9	3	-8
CN(C)/C=C1/OC(=O)C(C#N)=C1c1ccc(Cl)cc1	-2	-6	4	0	-1	4	15	12	-2	-8
CCCCc1c(C)c2cc(C)ccc2[nH]c1=O	-2	25	3	7	-2	-3	3	12	-1	-25
COc1ccccc1N1CCN(C2CCCN(C(=O)Cn3cccn3)C2)CC1 (stereo not drawn)	0	-9	4	-4	-5	-3	6	7	1	-14
COc1cc(NC(=O)N2CCOCC2)cc(OC)c1	-9	1	-7	-3	0	-4	2	-16	-2	7
Cc1cccn2c(=O)nc(SCC(=O)NC3CCCCC3)nc12	1	4	nt	-7	-28	-4	nt	9	1	nt
N#Cc1ccc(Oc2ccc(C(F)(F)F)cc2NC(=O)c2ccc(F)cc2)cc1	-1	0	3	-9	5	10	2	38	-7	-3
COc1ccccc1Oc1nc(-c2cccnc2)nc2ccccc12	-2	-5	-5	12	2	-4	2	-6	7	2
Cc1c(C(=O)N2CCN(c3ccccc3)CC2)sc2ncnc(N3CCC(C)CC3)c12	-1	-7	-3	3	1	nt	1	7	3	-4
C/C(=N\NC(=O)C1CC1)c1ccc(C)cc1C	-2	-10	nt	-10	1	-10	nt	-15	11	nt
O=C(Cn1nnc(-c2cccc(C(F)(F)F)c2)n1)NC(=O)NCc1ccco1	nt	-1	-2	4	2	0	16	-13	0	8
CN(CCCNC(=O)c1ccc(CS(=O)c2ccc(Br)cc2)o1)Cc1ccccc1 (stereo not drawn)	1	-12	2	1	-1	nt	-2	-11	0	-10
COc1ccccc1-c1nn2c(-c3ccco3)nnc2s1	2	62*	1	44	3	7	0	-196	-1	-104
CC(C)CC(=O)NC(=S)Nc1nc(-c2ccccc2)cs1	0	-7	-3	-7	2	-6	1	-5	-10	3
CCN(CC)c1ncnnc1-c1ccccc1	0	-3	-4	6	-4	-9	0	2	-8	-44
O=C(C1CCCN(S(=O)(=O)c2ccc(F)cc2)C1)N1CCCC1 (stereo not drawn)	0	1	2	3	-4	8	2	-17	3	7
CCOc1ccc(C2C(C#N)=C(N)Oc3cc(O)ccc32)cc1OCC (stereo not drawn)	-2	-3	6	-4	1	-3	1	1	-5	-20
COc1ccc(Br)cc1CN(C)C(=O)Cc1ccc(S(=O)(=O)N2CCOCC2)s1	-2	-7	nt	5	0	8	nt	14	-1	nt
CCOC(=O)N1CCN(c2ccc(Cl)cc2)CC1	2	7	-8	4	0	-4	-3	-8	-1	4
O=C(CSc1n[nH]c(=O)[nH]c1=O)N1CCCCCC1	-1	41	1	0	-6	-2	-2	-7	-1	-14
COc1ccc(C(=O)Sc2nncc3ccccc23)cc1	2	1	-5	4	-4	6	0	-13	-1	-4
Cc1ccc(NC(=O)COC(=O)c2ccccc2-c2nc3ccccc3s2)c(C)c1	1	0	3	0	-1	3	-8	3	-2	-17
CSc1nc2nc(-c3ccccc3)cc(C(F)(F)F)n2n1	3	-2	2	-6	2	11	4	0	-3	-13
Cc1ccc(O)c(C(=O)c2cnn(C(=O)Cc3csc(C)n3)c2)c1	-1	nt	4	nt	nt	1	3	nt	nt	-31
N/C(=N\OC(=O)c1ccc(Cl)cc1Cl)c1ccc(Cl)cc1	2	-73	0	-72*	4	5	9	-15	-18	-8
CCOc1cc(CN2CCc3c([nH]c4ccccc34)C2)ccc1OC	0	-4	9	-8	2	-7	2	32	3	-12
COc1cc(C2(c3ccc(O)c(OC)c3)C(=O)Nc3c(Br)cc(Br)cc32)ccc1O	2	6	nt	14	0	-8	nt	-13	0	nt
Nc1ccc(Oc2ccc3nc(-c4ccccc4)c(-c4ccccc4)nc3c2)cc1	5	-20	4	-1	-4	6	2	-8	-7	-8
Cc1c(C(=O)NN2CCN(C)CC2)cccc1[N+](=O)[O-]	-1	34	-2	2	5	-9	-3	-5	-7	-20
COc1ccc(-c2ncccc2O)cc1	-1	-1	-5	2	3	3	1	-33	-3	7
CC(C)(C)[C@@H]1C=C(C(=O)N2CCN(Cc3ccc4c(c3)OCO4)CC2)O[C@H](OCc2ccc(CO)cc2)C1	0	-2	-1	3	0	7	9	24	-1	-25
CC(C)c1nnc(NC(=O)CCC(=O)N2CCC(Cc3ccccc3)CC2)s1	1	18	-8	-4	-1	-5	-1	-10	3	-9
N#Cc1ccc(CSc2nc(N)cc(N)n2)cc1	-3	74*	-1	35	-3	4	-2	0	-7	-29

Following part:
SMILES	GSK3 alpha inh	HSF1 activator	IEC-6 tox	HSF1 inhib	GSK3B inh	DYRK1A inh	HSP90 refold inh	aSyn UTR inh	Platelet DG rel	KLF5 inh
O=C1C(Nc2cccc(O)c2)=C(N2CCCCC2)C(=O)c2ccccc21	14	2	-4	4	0	25	3	-14	-5	-34
CCN(CC(=O)NCc1ccc(F)cc1)C(=O)/C=C/c1cc(OC)ccc1OC	nt	4	0	5	-5	6	4	6	5	-25
CCOC(=O)c1c(CN(CC)CC)oc2ccc(OC)cc12	-2	-7	-3	-2	-7	nt	2	-7	3	-24
CCC(C)NC(=O)Cc1ccc(-c2ccccc2)cc1 (stereo not drawn)	-3	1	10	-8	1	3	0	-9	-3	-13
Cc1nnc(N(C)C(=O)Cc2ccc3c(c2)OCO3)s1	-1	-18	-3	-11	-1	-1	-3	3	-1	12
Cc1cccc(NC(=O)CCCN2C(=O)c3ccccc3C2=O)n1	nt	-7	7	3	-4	-1	2	7	0	-4
COc1ccccc1-c1ccc(/C=C2/C=C(CC(C)C)OC2=O)o1	0	19	-8	2	-3	-4	-1	2	3	-21
C/C=C/C(=O)OCC(=O)Nc1cccc(S(=O)(=O)NC2=NCCCCC2)c1	-2	-14	4	-2	1	1	1	13	-2	7
CCc1nc(-c2ccccc2)c2ccccn12	0	0	-4	-6	1	-2	1	26	-3	-7
CCC(C)c1ccc(NC(=O)C2CCN(c3ncccn3)CC2)cc1 (stereo not drawn)	-3	26	-2	2	-2	-4	8	-11	-3	-18
COC(=O)Cn1c(CN2CCOCC2)nc2c1c(=O)[nH]c(=O)n2C	0	24	0	4	5	3	-3	20	-4	0
Cc1c(Cl)cccc1NC(=O)CCNC(=O)N1CC(=O)Nc2ccccc21	-2	6	-4	-2	3	1	2	-5	-2	-23
CS(=O)(=O)N1CCN(c2c(Cl)cccc2[N+](=O)[O-])CC1	-1	16	1	0	0	nt	4	-38	-5	-7
O=C(CN1C(=O)NC2(CCCC2)C1=O)Nc1cc(Cl)ccc1N1CCOCC1	2	30	nt	18	4	3	nt	-5	-2	nt
Nc1cc(Cl)ccc1N1CCOCC1	2	-11	0	5	1	-37	-1	7	1	-10
c1ccc2nc3c(nc2c1)[nH]c1ccccc13	4	nt	9	27	2	0	-3	-171	5	-59
COc1ccc(/C=C/C(=O)OCC(=O)Nc2cc3oc4ccccc4c3cc2OC)cc1	-3	0	3	-1	0	nt	-1	24	4	6
COC(=O)c1cccc(NC(=O)Cn2cnc3c2c(=O)n(C)c(=O)n3C)c1	3	4	nt	-2	2	-1	nt	-1	-1	nt

Reformatted as labelled records: entries from further up
COc1ccccc1N1CCN(C2CCCN(C(=O)Cn3cccn3)C2)CC1 (stereo not drawn)
  GSK3 alpha inh: 0 | HSF1 activator: -9 | IEC-6 tox: 4 | HSF1 inhib: -4 | GSK3B inh: -5 | DYRK1A inh: -3 | HSP90 refold inh: 6 | aSyn UTR inh: 7 | Platelet DG rel: 1 | KLF5 inh: -14
COc1cc(NC(=O)N2CCOCC2)cc(OC)c1
  GSK3 alpha inh: -9 | HSF1 activator: 1 | IEC-6 tox: -7 | HSF1 inhib: -3 | GSK3B inh: 0 | DYRK1A inh: -4 | HSP90 refold inh: 2 | aSyn UTR inh: -16 | Platelet DG rel: -2 | KLF5 inh: 7

From PubChem BioAssay
